ATXN viability: reduces viability in counter-screen for ATXN expression inhibitors; 400,000 tested, 0.49% active; S2 cells (HEK-293 line with an ATXN2-luciferase reporter) viability, CellTiter-Fluor protease fluorescence, 24 h; Potency, µM (top dose mostly 56.7 µM), hits mostly cytotoxic; also: potency is read from the fitted curve at half-maximal effect; nearly all actives have a fitted effect of over 40% in size
IL1B secr inh: blocks inflammasome-driven IL-1 beta release; THP-1 LPS/ATP IL-1B secretion, AlphaLISA, 16 h; stronger effect = lower value; activity change, % at 57.5 µM; 360,000 tested, 4.7% active; AID 743279; in the data active = activity change below about -50%; inconclusive = mostly about -30% to -49%; also: % is scaled to controls: 0 for no effect and ±100 for the full control effect
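THP-1 cells pretreated 1 hr with compounds (up to 57.5 uM final), then stimulated with LPS (250 ng/mL final) plus ATP (1.25 mM final); secreted IL-1B measured by AlphaLISA after 16 hr, decreased signal indicating inhibition.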
TGFb SMAD3 inh: TGF-b pathway inhibition; 410,000 tested, 1.2% active; Potency, µM (highest dose often 46.1 µM), without a hit: at the highest dose activity, negative = inhibition, actives largely listed as inhibitors; HepG2 CAGA-GFP TGF-b/SMAD3 reporter, GFP fluorescence, 18 h; TGF-beta stimulated, 500 pg/mL final; AID 588855; also: potency is read from the fitted curve at half-maximal effect; % is scaled to controls: 0 for no effect and ±100 for the full control effect; nearly all actives have a fitted effect of over 65% in size
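Read-out: total well GFP (ex488/em500-530) summed from mean per-cell fluorescence. Cells: HEPG2 CAGA-GFP, 1% FBS DMEM, 18 h at 37 degrees C with 500 pg/mL final TGF-beta. Unstimulated wells served as the full-inhibition control; stimulated DMSO wells = 0%.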
A549 viability: A549 cytotoxicity, counter-screen for Nrf2 inhibitors | AID 504648 | 390,000 tested, 0.16% active | A549 ARE-Fluc cells, CellTiter-Fluor viability, 18-24 h | Potency, µM (titrated, usually from 46 µM), without a hit: at the top dose activity change, negative = cytotoxicity, usual class: inhibitors; also: potency is read from the fitted curve at half-maximal effect; % is scaled to controls: 0 for no effect and ±100 for the full control effect
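A549 ARE_Fluc cells in 5% FBS OPTI-MEM were exposed to compounds in concentration-response for 18-24 h at 37 deg C. Viability was read by CellTiter-Fluor fluorescence (Ex 405/Em 525) after 30 min, before the luciferase read.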
HepG2 viability: HepG2 cytotoxicity, counter-screen for TGF-b inhibitors. HepG2 CAGA-GFP viability, ATP luminescence, 18 h. Potency, µM (series often up to 46.1 µM), without a hit: at the highest dose activity change, negative = cytotoxicity, most hits filed as cytotoxic. 410,000 tested, 0.76% active. AID 588856; also: potency is read from the fitted curve at half-maximal effect; some results filed as inactive show a strong effect at the top dose
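CellTiter-Glo luminescence gave cytotoxicity after 18 hours at 37 degrees C. The cells were HepG2 CAGA-GFP in 1% FBS DMEM, stimulated with 500 pg/mL TGF-beta after compound addition. %Activity was normalised to no-cell wells (complete cell-killing) and DMSO (no toxicity), and curves were fitted and classified.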
Nrf2 activator: Nrf2 pathway activation | AREc32 ARE-luciferase reporter (MCF7-derived line), luminescence, 24 h | Potency, µM (doses to about 46.1 µM), inactives show top-dose activation, hits mostly activators | 410,000 tested, 0.31% active | AID 624171; also: potency is read from the fitted curve at half-maximal effect; % of control where 0% means no effect; nearly all actives have a fitted effect of over 65% in size
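ARE activation measured as luciferase luminescence (Steady-Glo, 30 min RT) in AREc32_Fluc cells after 24 hr compound exposure at 37 deg C, 5% CO2; cells seeded overnight at 1000/well in OPTI-MEM, 5% FBS.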
ATXN2 expr inh: reduces ATXN2 reporter expression in HEK-293 cells; HEK-293 ATXN2-luciferase reporter, luminescence, 24 h; Potency, µM (highest dose often 57 µM), inactives show at the top dose activity change, negative = inhibition, actives largely listed as inhibitors; 360,000 tested, 0.72% active; AID 1745845; also: potency is read from the fitted curve at half-maximal effect; % is scaled to controls: 0 for no effect and ±100 for the full control effect; nearly all actives have a fitted effect of over 55% in size
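ATXN2-luciferase reporter cells (luciferase flanked by upstream and downstream ATXN2 gene portions) were treated 24 h at 37 °C with compounds at up to 57 uM. SteadyGlo luminescence gave expression; GF-AFC fluorescence gave viability.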
MCF10A rerep: induces DNA re-replication in MCF 10a normal breast cells; MCF 10A DNA re-replication, Hoechst nuclear intensity, 48 h; Potency, µM (highest dose often 46.1 µM), for the others: at the top dose activity, positive = re-replication, usual class: activators; 350,000 tested, 2.9% active; AID 624296; also: potency is read from the fitted curve at half-maximal effect; % of control where 0% means no effect; nearly all actives have a fitted effect of over 50% in size
Nrf2 inh: blocks Nrf2 signaling; A549 ARE-Fluc reporter, luciferase luminescence, 18-24 h; Potency, µM (series often up to 46 µM), inactives show at the highest dose activity change, negative = inhibition, most hits filed as inhibitors; 360,000 tested, 2.1% active; also: potency is read from the fitted curve at half-maximal effect; % is scaled to controls: 0 for no effect and ±100 for the full control effect; nearly all actives have a fitted effect of over 60% in size
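A549 ARE_Fluc cells (5000/well, 5% FBS OPTI-MEM) pre-incubated 2 h, then treated with compounds 18-24 h at 37C/5% CO2 in concentration-response. CellTiter-Fluor viability read first; BugLite luciferase luminescence after 15 min at room temperature gives Nrf2 activity.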
Active calls of the source: *; i = inactive; ? = inconclusive; . = not tested or not shown; & = joins results of further samples; ! = not active in a repeat; [ ] = dose if it differs, or a comment. Unless noted, calls follow the shape of the dose curve; as a rule, active = well fitted curve in the direction sought with a large enough effect; inconclusive = small, poorly fitted or top-dose-only effect, or another doubt; inactive = no such curve, though single readings can be large; an effect the other way counts as inactive or inconclusive.

SMILES	ATXN viability	IL1B secr inh	TGFb SMAD3 inh	A549 viability	HepG2 viability	Nrf2 activator	ATXN2 expr inh	MCF10A rerep	Nrf2 inh
CN(C)C(=O)N1CCC(C(=O)NCc2ccc(F)cc2)CC1	i	28.9	-4.3%	4.9%	-3.6%	-1.5%	-1.0%	26.7%	-10.3%
O=C(Nc1ccccc1)c1cc(C2CCCN(C(=O)OCc3ccccc3)C2)on1 (stereo unspecified)	i	-12.8	?	.	-82.9%	3.4%	36.1%[activator]	.	.
COc1cc(/C=N/NC(=O)c2ccncc2)ccc1OCc1cnc(Cl)s1	i	-16.9	0.7%	4.6%	-3.7%	3.8%	26.1%	-1.1%	?
CC1Cc2ccccc2N1CC(=O)NC(=O)NC1CCCCC1 (stereo unspecified)	.	35.2	-3.3%	1.3%	-3.5%	3.6%	-5.0%	8.7%	10.8%
CCOC(=O)c1cccnc1SCC(=O)Nc1ccc(C)cc1	i	0.0	-1.4%	6.3%	-0.7%	4.3%	.	-2.1%	?
CCCCn1c(N)c(N(CC(C)C)C(=O)CCNC(=O)c2ccccc2Cl)c(=O)[nH]c1=O	i	-15.4	-7.7%	0.4%	-10.9%	0.1%	-2.9%	0.5%	-1.3%
OCCCNc1ncnc2[nH]ncc12	i	11.1	4.9%	0.3%	2.3%	-0.4%	5.2%	-2.4%	?
CC(NC(=O)C1CCN(C(=O)Nc2ccccc2)CC1)c1ccc(Cl)cc1 (stereo unspecified)	?	-18.9	-17.5%	-1.8%	-12.2%	0.0%	.	5.0%	?
O=C(OCC(=O)N1CCc2ccccc21)c1ccc([N+](=O)[O-])o1	?	-1.2	-16.1%	-1.9%	-27.3%	12.5%	.	5.3%	-13.8%
CCOc1cc(NC(=O)CC(C)C)c(OCC)cc1NC(=O)CCn1nnc2ccccc21	i	-8.6	-18.8%	7.1%	1.9%	-0.8%	2.7%	-1.7%	4.9%
CCOc1ccccc1N1CC(C(=O)Nc2cccc(S(=O)(=O)N3CCCCC3)c2)CC1=O (stereo unspecified)	i	-26.7	?	7.2%	-30.1%	0.5%	-19.0%	6.6%	?
Cc1cc(C)cc(NC(=O)CN(C)CC(=O)N(CC(C)C)c2c(N)n(CC(C)C)c(=O)[nH]c2=O)c1	i	-0.4	7.1%	-1.1%	7.8%	1.6%	0.0%	-0.1%	8.1%
O=C(NCCCN1CCCCCC1)c1ccc2c(Cl)c3c(nc2c1)CCCC3	?	-71.4*	?	-13.5%	-46.8%	10.9%	-4.1%	?	5.2%
Cc1ccc(Nc2cc(=O)[nH]c(=O)[nH]2)c(C)c1	i	5.0	-2.1%	-0.8%	10.8%	-0.1%	4.9%	11.0%	-5.0%
CCOc1cccc(C(=O)N(Cc2ccc(CC)cc2)C2CCS(=O)(=O)C2)c1 (stereo unspecified)	i	.	-1.5%	-5.9%	-21.8%	5.0%	-5.9%	.	-2.9%
O=c1cc(-c2ccsc2)oc2cc(-c3ccc4c(c3)OCO4)ccc12	i	0.7	13.9%	0.1%	16.1%	0.5%	7.2%	?	-6.0%
CC(=O)N1c2ccc(S(=O)(=O)NCC3CCC(C(=O)Nc4ccccc4C)CC3)cc2CC1C (stereo unspecified)	.	.	-27.2%	0.0%	-26.6%	5.1%	.	.	?
O=C(OCC(=O)N1CCCCCC1)c1cnc(Cl)c(Cl)c1	i	?	-1.3%	0.7%	-6.5%	25.9%	-6.8%	7.4%	7.4%
CS(=O)(=O)c1ccc(C(=O)Nc2cccc(-c3nc4ccccc4[nH]3)c2)cc1	i	-19.3	8.7%	-4.5%	-22.4%	-0.4%	.	-1.5%	7.1%
COc1ccccc1C(=O)Nc1ccc(-c2nc3cc(C)cc(C)c3o2)cc1	i	.	18.0%	-2.9%	-1.1%	1.1%	5.9%	.	8.5%
Cc1ccc(OCc2nnc(N)s2)cc1	i	-20.0	9.4%	2.2%	3.2%	0.9%	9.5%	2.5%	?
Cc1onc(-c2ccccc2)c1C(=O)N/N=C/c1ccccc1OC(C)C	i	?	-2.3%	2.3%	6.1%	0.0%	-4.7%	4.0%	0.0%
Cc1cc(C)nc(NC(=O)c2c(-c3c(Cl)cccc3Cl)noc2C)n1	i	14.3	-24.3%	-4.5%	-17.1%	-0.9%	-10.9%	15.9%	-12.2%
N#CNC(=Nc1ccccc1F)SCc1ccc(C(=O)O)cc1	i	27.4	-19.0%	-6.1%	-0.7%	0.0%	-2.5%	-22.5%	-2.6%
CSc1nc(Cl)cc(Nc2ccccc2N)n1	i	9.2	17.6%	1.2%	5.8%	17.4%	-7.6%[11.3 µM]	-6.6%	?

Continued; it opens with the two that closed the last part.
SMILES	ATXN viability	IL1B secr inh	TGFb SMAD3 inh	A549 viability	HepG2 viability	Nrf2 activator	ATXN2 expr inh	MCF10A rerep	Nrf2 inh
N#CNC(=Nc1ccccc1F)SCc1ccc(C(=O)O)cc1	i	27.4	-19.0%	-6.1%	-0.7%	0.0%	-2.5%	-22.5%	-2.6%
CSc1nc(Cl)cc(Nc2ccccc2N)n1	i	9.2	17.6%	1.2%	5.8%	17.4%	-7.6%[11.3 µM]	-6.6%	?
O=[N+]([O-])c1ccccc1-c1ccc(C(=S)N2CCCC2)o1	i	1.3	?	1.0%	-20.6%	13.6%	29.9%	-22.0%	?
COc1ccc(N=c2oc3ccc(OC)cc3cc2-c2nc3ccccc3[nH]2)cc1	.	2.9	103.7%[activator]	-5.5%	-21.3%	22.7%	-36.3%	?	?
O=S(=O)(Nc1cccc(-n2cnnn2)c1)c1cnc(Cl)c(Cl)c1	i	25.9	-10.6%	-3.3%	-8.1%	16.5%	.	-8.0%	-10.6%
COc1cc2cc(C(N)=O)c(N)nc2cc1OC	.	?	0.5%	?	35.3%	4.1%	2.0%	-2.6%	-24.2%
O=S(=O)(Cc1ccc(Cl)cc1)N1CCCC1	i	-0.6	-0.7%	-0.1%	1.2%	-0.2%	2.1%	?	?
O=C(c1cccc(Cl)c1)N(Cc1ccco1)Cc1ccccc1Cl	.	.	.	2.4%	-39.5%	12.3%	.	.	-24.8%
Cc1cc(Br)cc2c1N(Cc1ccccc1OC(C)C)C(=O)C2=O	.	.	.	-1.1%	10µM*	-1.9%	.	.	-31.0%
CCOC(=O)/C=C/C(=O)OCC(=O)N1CCN(C(=O)c2ccco2)CC1	i	0.0	-21.5%	0.7%	-21.6%	?	25.7%	0.1%	-26.4%
CCCCC(=O)NNC(=S)NCc1ccccc1	i	30.7	2.2%	13.3%	-17.7%	-0.6%	13.1%	-1.7%	18.4%
O=C(NC1CC1)c1cccc(Br)c1	i	-3.2	-18.9%	-5.5%	-28.7%	0.6%	2.1%	2.4%	-4.4%
Cn1c(SCC(=O)Nc2ccc(N3CCOCC3)cc2)nnc1-c1ccccc1F	i	3.3	-0.9%	-0.3%	2.5%	2.5%	1.1%	-0.3%	-19.8%
CC(=O)c1cccc(NC(=O)c2cc(C(C)C)on2)c1	?	-7.1	-5.2%	-4.3%	-19.7%	3.4%	0.3%	0.0%	29.5%
COc1ccc(S(=O)(=O)Nc2cccc3c2O[C@H](CN(C)Cc2ccc(-c4ccccc4)cc2)[C@@H](C)CN([C@H](C)CO)C3=O)cc1	?	?	?	-4.0%	2.5%	3.4%	-21.1%	26.3%	0.6%
CC(C)(O)c1nnn(-c2ccccc2)c1C(F)(F)F	i	0.0	1.3%	-2.1%	-6.8%	-0.1%	8.2%	-0.1%	-8.7%
CCC1CN(C(=O)N2CCC(C(=O)NCc3cccc(OC)c3OC)CC2)c2cc(C)ccc2O1 (stereo unspecified)	i	-12.4	11.2µM*!	7.4%&-6.1%	-18.2%&-8.5%	0.1%&4.4%	-6.9%	-2.5%	3.8%&-3.2%
COc1ccc(OC)c(NC(=O)Nc2cccc3ccccc23)c1	i	0.0	-41.1%	-9.6%	-25.1%	0.2%	-8.4%	?	?
O=S(=O)(Nc1ncccn1)c1ccc(NC(=S)NCCc2ccc(Cl)cc2)cc1	i	91.0	7.4%	2.6%	1.1%	0.3%	-30.9%	-2.8%	-17.0%
CCCCC(NC(C)=O)c1nc2ccccc2n1CCC (stereo unspecified)	i	16.3	0.7%	-5.1%	-12.1%	-0.6%	-17.3%	1.1%	7.1%
COc1cccc(NC(=O)Nc2nc(-c3ccc(OC)c(OC)c3)cs2)c1	8.91µM*	-104.4*	11.2µM*	16.4µM*	15.8µM*	-1.9%	3.16µM*	20.6µM*	7.31µM*
CCOc1cc(C(=S)N2CCOCC2)ccc1OC(=O)c1cccc(C)c1	i	0.0	-3.4%	-10.1%	18.5%	-0.1%	.	0.1%	?
CCOc1ccccc1Oc1c(C)oc2c(CN3CCN(C)CC3)c(O)ccc2c1=O	i	0.0	?	0.8%	1.5%	-0.2%	-2.6%	-1.7%	-7.0%
COc1ccc(C(=O)Nc2ccccc2C(=O)N(Cc2ccco2)C(C(N)=O)C(C)C)cc1 (stereo unspecified)	i	30.3	-0.6%	-21.4%	7.6%	3.6%	11.1%	13.1%	?
O=C1CCC(=O)N1OCCCCOc1ccccc1	i	0.1	-3.7%	-4.7%	8.6%	-1.0%	-6.9%	-1.3%	.
Cc1ccccc1CS(=O)(=O)Cc1ccc(C(=O)NCc2ccc(F)cc2)o1	i	.	-12.1%	-0.1%	1.0%	0.9%	-20.0%	.	.
Cc1ccc(C(=O)N/C(=C\c2cccs2)C(=O)NCC2CCCO2)cc1C (stereo unspecified)	?	3.5	-5.9%	0.7%	-1.6%	-0.8%	-0.2%	-0.3%	7.7%
COc1cccc(NC(=O)CN(C)CC(=O)NCc2ccc(F)cc2)c1	i	14.1	-5.8%	0.6%	-8.1%	-0.1%	0.8%	-1.3%	-2.7%
